MLL CXXC-DNA inh = MLL CXXC-DNA interaction inhibition. AID 2662. actives 0.037% (n = 290,000). Potency, µM (top dose mostly 115 µM), without a hit: at the highest dose activity change, negative = inhibition, actives largely listed as inhibitors. Q03164. MLL-CXXC / FITC-HOXA9 DNA fluorescence polarization; active = well fitted inhibition curve with a large enough effect in the polarisation, with a control signal flat, not every such curve was filed as active; inconclusive = small, poorly fitted or top-dose-only effect, or effect the other way, or a change in a side signal; inactive = no such curve, though single readings can be large or run the other way; the % refers to the polarisation; note: potency is the fitted concentration of half-maximal effect
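Fluorescence polarization: 7 uM MLL-CXXC (stock) preincubated 5 min with compounds, then 50 nM fluorescein-HOX-A9 DNA (stock) added; 30 min ambient. Buffer 50 mM Tris-HCl pH 7.5, 50 mM NaCl, 1 mM DTT, 0.05% BSA.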
A-T KAP1 phos = potential ataxia-telangiectasia treatment. […] A-T fibroblasts, KAP-1 phosphorylation AlphaLISA; neocarzinostatin DNA damage 30 min before lysis. Potency, µM (doses to about 57.5 µM), for inactives: top-dose activation, hits mostly activators. actives 0.19% (n = 320,000). AID 485349; note: potency is the fitted concentration of half-maximal effect; % of control where 0% means no effect; nearly all actives have a fitted effect of over 45% in size
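ATM-like activity read as KAP-1 phosphorylation via AlphaLISA donor/acceptor antibody pairs after lysis and 6 hr at 25C. Cells were ATM-null patient fibroblasts ([…], hTERT), dosed 60 min, then exposed to the DSB inducer NCS for 30 min.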
KCNH2 3.1 inh = blocks the human KCNH2 3.1 channel isoform. actives 0.95% (n = 340,000). activity change, % (tested at about 1.8 µM). U2OS KCNH2 3.1, thallium flux FluxOr; hits give low values;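 active = maximum activity change below -70%; inconclusive = maximum activity change from -70% to -50%; inactive = maximum activity change above -50%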;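 note: thallium influx rate constant from kinetic fluorescence after stimulation buffer; % is set by controls: 0 for no effect and ±100 for the full control effect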
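Measured as rate of thallium-driven FluxOr signal in transduced U2OS cells carrying the 3.1 channel, read kinetically for 2 min upon stimulation; values are rate constants scaled to DMSO control wells.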
MBNL1-CUG inh = blocks human MBNL1 binding to CUG repeat RNA; Potency, µM (doses to about 57.5 µM), without a hit: at the highest dose activity change, negative = inhibition, actives largely listed as inhibitors; actives 0.036% (n = 280,000); Q9NR56; TR-FRET MBNL1-His/biotin-(CUG)12 binding, 665/545 ratio; active = well fitted inhibition curve with a large enough effect in the signal ratio, with a control signal flat, not every such curve was filed as active; inconclusive = small, poorly fitted or top-dose-only effect, or effect the other way, or a change in a side signal; inactive = no such curve, though single readings can be large or run the other way; the % refers to the signal ratio; note: potency is the fitted concentration of half-maximal effect; % is set by controls: 0 for no effect and ±100 for the full control effect
Target sequence (Q9NR56 whole entry, looked up): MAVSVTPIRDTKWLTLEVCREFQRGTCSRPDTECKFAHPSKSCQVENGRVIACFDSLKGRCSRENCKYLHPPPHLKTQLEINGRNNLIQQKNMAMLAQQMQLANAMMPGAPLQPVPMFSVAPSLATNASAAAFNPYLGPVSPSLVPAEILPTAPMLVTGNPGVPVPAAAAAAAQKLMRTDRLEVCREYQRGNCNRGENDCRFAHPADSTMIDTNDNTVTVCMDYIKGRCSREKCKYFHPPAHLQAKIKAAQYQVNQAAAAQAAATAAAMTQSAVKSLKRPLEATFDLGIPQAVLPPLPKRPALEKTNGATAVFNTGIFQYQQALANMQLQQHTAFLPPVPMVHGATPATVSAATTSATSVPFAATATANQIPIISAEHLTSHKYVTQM
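TR-FRET readout: Ex 340 nm, 665/545 nm emission ratio, normalized to buffer-only (basal) and MBNL1-(CUG)12 controls. Complex of MBNL1-His with Biotin-(CUG)12, compounds 92 nM–58 uM, incubated 60 min at room temperature.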
S-ASM inh = blocks human secretory acid sphingomyelinase; P17405; placental ASM, HMU-PC fluorogenic substrate, 60 min; Potency, µM (top dose mostly 57.5 µM), for the others: top-dose activity change, negative = inhibition, usual class: inhibitors; actives 0.006% (n = 340,000); AID 504937; note: potency is the fitted concentration of half-maximal effect
Target sequence (P17405 47-631 limits assumed): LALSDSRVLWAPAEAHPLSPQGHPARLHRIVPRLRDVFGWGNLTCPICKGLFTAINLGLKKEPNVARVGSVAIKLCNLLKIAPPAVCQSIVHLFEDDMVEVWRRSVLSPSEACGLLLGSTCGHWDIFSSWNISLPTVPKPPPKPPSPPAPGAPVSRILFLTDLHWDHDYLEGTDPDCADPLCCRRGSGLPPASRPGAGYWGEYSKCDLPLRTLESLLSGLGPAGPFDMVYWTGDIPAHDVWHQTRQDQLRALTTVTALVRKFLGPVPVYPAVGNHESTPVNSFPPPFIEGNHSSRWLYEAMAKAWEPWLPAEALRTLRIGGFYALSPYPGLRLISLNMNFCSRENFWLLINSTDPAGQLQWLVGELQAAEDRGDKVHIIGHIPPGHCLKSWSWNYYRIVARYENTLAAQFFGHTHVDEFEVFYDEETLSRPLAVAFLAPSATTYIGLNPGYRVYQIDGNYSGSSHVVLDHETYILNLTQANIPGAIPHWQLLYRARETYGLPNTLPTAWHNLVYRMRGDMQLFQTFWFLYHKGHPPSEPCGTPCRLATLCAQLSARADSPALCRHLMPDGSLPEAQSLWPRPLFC
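Human placenta-derived ASM enzyme was preincubated with compound for 10 minutes at room temperature, then given fluorogenic substrate HMU-PC0 (9 uM final) for 60 minutes at 37 °C; a pH 10 stop preceded fluorescence reading at Ex 386/Em 447 nm.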
KCNH2 WT inh = inhibitors of human wildtype KCNH2 potassium channel. Q12809. activity change, % at 1.84 µM. actives 0.37% (n = 340,000). U2OS, BacMam KCNH2, thallium flux FluxOr; hits give low values;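 active = maximum activity change below -70%; inconclusive = maximum activity change between -70% and -50%; inactive = maximum activity change above -50%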; note: % is set by controls: 0 for no effect and ±100 for the full control effect
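U2OS cells were transduced with wild-type KCNH2 virus (2.03 x 10^8 / mL) for 4 h at room temperature, then cultured overnight at 37 C. Thallium flux was read with FluxOr dye. Rate constants were normalized to DMSO controls.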
TRPV1 ag = agonists of human vanilloid receptor 1 (TRPV1); actives 0.19% (n = 320,000); activation, % at 8.33 µM; TRPV1-expressing cells, Fluo-8 calcium influx, agonist mode; Q8NER1; AID 540275; in the data active = activation above about 80%; inconclusive = between about 30% and that limit; note: 0% is about no effect
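TRPV1-expressing cells were cultured overnight at 35.5C and loaded with Fluo-8 calcium dye for 40 to 90 min at room temperature. After a 10 s baseline, compound was added and calcium influx was read kinetically for 3 min (ex 480/em 520 nm).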
a7 integrin act = activates integrin-mediated alleviation for muscular dystrophy | alpha7betagal myoblasts, beta-gal FDG fluorescence, 48 h | AID 624291 | actives 0.064% (n = 350,000) | Potency, µM (doses to about 38.3 µM), for the others: at the top dose activation, usual class: activators;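 note: potency is the fitted concentration of half-maximal effect; 100% = response of the positive control SU9516; nearly all actives have a fitted effect of over 60% in size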
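Alpha7betagal+/- myoblasts (passage 13) were plated 16-24 hr, then exposed to compounds (1:260 dilution of DMSO stock) for 48 hours at 37C. After MPER lysis, β-galactosidase reporter activity was read as FDG fluorescence (ex 480/em 540) after 30 minutes.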
GALK inh = galactokinase (human) inhibition | Potency, µM (top dose mostly 57.5 µM), inactives show at the highest dose activity change, negative = inhibition, usual class: inhibitors | P51570 | actives 0.007% (n = 270,000) | AID 1868 | Purified GALK, Kinase-Glo residual ATP luminescence; note: potency is the fitted concentration of half-maximal effect; % is set by controls: 0 for no effect and ±100 for the full control effect
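ATP-depletion format; final 35 uM ATP, 100 uM D-galactose, 5 nM enzyme; pH 8.0 HEPES/Mg2+ buffer; 60 min RT; luminescence read 10 min after detection reagent.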
Coupling enz = coupling enzyme interference in Giardia aldolase counter-screen; activity change, negative = inhibition, % at 58.2 µM, hits read low; coupling enzyme system counterscreen, AmpLite Red fluorescence; AID 2472; actives 0.67% (n = 290,000); in the data active = activity change below about -30%; note: % is set by controls: 0 for no effect and ±100 for the full control effect
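Activity here indicates interference with the coupling reaction, not aldolase inhibition. Compounds at 57.5 uM final met coupling enzymes for 10 min at RT; substrate and AmpLite Red detection followed, with a 525/598 nm fluorescence read after 20 min.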
* marks the source's active call; other numbers are inactive results; ! = not active in a repeat; [ ] = remark or other dose. Unless noted, calls come from the whole dose curve; as a rule, active = well fitted curve in the direction sought with a large enough effect; inconclusive = small, poorly fitted or top-dose-only effect, or another doubt; inactive = no such curve, though single readings can be large; an effect the other way counts as inactive or inconclusive.

The first 2 compounds, ahead of the listing:
`Cn1nnnc1SC(C(=O)Nc1ccc(F)cc1)c1ccccc1` (stereo not drawn) gave MLL CXXC-DNA inh 13%, A-T KAP1 phos -1%, KCNH2 3.1 inh 15, MBNL1-CUG inh -1%, S-ASM inh -5%, KCNH2 WT inh -1, TRPV1 ag 0, a7 integrin act -14%, GALK inh 7% and Coupling enz -2.
`N#Cc1c(-c2ccccc2)cc(-c2ccccc2)nc1SCC(=O)O` gave MLL CXXC-DNA inh 21%, A-T KAP1 phos 0%, KCNH2 3.1 inh -16, MBNL1-CUG inh 8%, S-ASM inh 19%, KCNH2 WT inh 1, TRPV1 ag 1, a7 integrin act 15%, GALK inh -3% and Coupling enz 5.

The listing, from the start:
`Cn1nnnc1SC(C(=O)Nc1ccc(F)cc1)c1ccccc1` (stereo not drawn) gave MLL CXXC-DNA inh 13%, A-T KAP1 phos -1%, KCNH2 3.1 inh 15, MBNL1-CUG inh -1%, S-ASM inh -5%, KCNH2 WT inh -1, TRPV1 ag 0, a7 integrin act -14%, GALK inh 7% and Coupling enz -2.
`N#Cc1c(-c2ccccc2)cc(-c2ccccc2)nc1SCC(=O)O` gave MLL CXXC-DNA inh 21%, A-T KAP1 phos 0%, KCNH2 3.1 inh -16, MBNL1-CUG inh 8%, S-ASM inh 19%, KCNH2 WT inh 1, TRPV1 ag 1, a7 integrin act 15%, GALK inh -3% and Coupling enz 5.
For CC(CCc1ccc(O)cc1)NCc1ccc(Br)cc1 (stereo not drawn) the results were MLL CXXC-DNA inh 15%, A-T KAP1 phos 9%, KCNH2 3.1 inh -88*, MBNL1-CUG inh -6%, S-ASM inh 0%, KCNH2 WT inh 4, TRPV1 ag 14, a7 integrin act -25%, GALK inh 4% and Coupling enz -1.
O=C(OCCOc1ccccc1Cl)c1ccc(-n2cnnn2)cc1 was read as MLL CXXC-DNA inh -3%, A-T KAP1 phos 9%, KCNH2 3.1 inh -5, MBNL1-CUG inh -2%, S-ASM inh -10%, KCNH2 WT inh -1, TRPV1 ag 1, a7 integrin act 5%, GALK inh 12% and Coupling enz -2.
Cc1ccc(N2CCN(S(=O)(=O)N(C)C)CC2)cc1C was read as MLL CXXC-DNA inh 3%, A-T KAP1 phos 0%, KCNH2 3.1 inh 0, MBNL1-CUG inh -11%, S-ASM inh -1%, KCNH2 WT inh -4, TRPV1 ag 9, a7 integrin act -23%, GALK inh 1% and Coupling enz 12.
CS(=O)(=O)Nc1ccc(N2CCCCC2)c(Cl)c1 was read as MLL CXXC-DNA inh -2%, A-T KAP1 phos 17%, KCNH2 3.1 inh -7, MBNL1-CUG inh -2%, S-ASM inh -6%, KCNH2 WT inh 0, TRPV1 ag -1, a7 integrin act 9%, GALK inh 2% and Coupling enz -14.
Screening Cc1ccccc1OCCCC(=O)NC1CCCCC1 returned MLL CXXC-DNA inh -9%, A-T KAP1 phos -17%, KCNH2 3.1 inh 10, MBNL1-CUG inh -12%, S-ASM inh -4%, KCNH2 WT inh -7, TRPV1 ag inconclusive, a7 integrin act -4%, GALK inh 1% and Coupling enz -2.
Screening COc1cccc(-n2nc(C(=O)NCC3CCCO3)c3ccccc3c2=O)c1 (stereo not drawn) returned MLL CXXC-DNA inh 26%, A-T KAP1 phos 0%, KCNH2 3.1 inh -8, MBNL1-CUG inh 3%, S-ASM inh 2%, KCNH2 WT inh 1, TRPV1 ag -2, a7 integrin act 0%, GALK inh 0% and Coupling enz 0.
Screening Cc1ccc(OCC(=O)N/N=C\c2ccc(C)o2)c(C)c1 returned MLL CXXC-DNA inh -2%, A-T KAP1 phos -3%, KCNH2 3.1 inh -8, S-ASM inh -1%, KCNH2 WT inh 5, TRPV1 ag 1, a7 integrin act 3%, GALK inh 8% and Coupling enz 1.
`O=C(Nc1ccc(Br)cn1)C1CCCN1S(=O)(=O)c1ccccc1` (stereo not drawn) gave MLL CXXC-DNA inh -2%, A-T KAP1 phos -1%, KCNH2 3.1 inh -1, MBNL1-CUG inh -5%, S-ASM inh -1%, KCNH2 WT inh 0, TRPV1 ag 3, a7 integrin act 15%, GALK inh -2% and Coupling enz 0.
`CC1(C)CC(=O)c2c(oc3cc(O)c(O)cc23)C1` gave MLL CXXC-DNA inh -5%, A-T KAP1 phos 1%, KCNH2 3.1 inh -4, MBNL1-CUG inh -4%, S-ASM inh 0%, KCNH2 WT inh 6, TRPV1 ag -2, a7 integrin act -31%, GALK inh -1% and Coupling enz -62*!.
CCN(C(=O)Nc1cccc(Cl)c1)c1ccccc1 was read as MLL CXXC-DNA inh 19%, A-T KAP1 phos -6%, KCNH2 3.1 inh -7, MBNL1-CUG inh -8%, S-ASM inh 0%, KCNH2 WT inh 4, TRPV1 ag 7, a7 integrin act 24%, GALK inh 2% and Coupling enz 2.
For Cc1ccc2nc3c(cc(C(=O)NC4CCS(=O)(=O)C4)n3Cc3ccccc3)c(=O)n2c1 (stereo not drawn) the results were MLL CXXC-DNA inh 0%, A-T KAP1 phos 32µM*, KCNH2 3.1 inh 10, MBNL1-CUG inh 30%, KCNH2 WT inh -4, TRPV1 ag 3, a7 integrin act -9%, GALK inh 2% and Coupling enz 4.
For CCC(C)NC(=O)c1ccccc1NS(=O)(=O)c1ccc(OC)c(OC)c1 (stereo not drawn) the results were MLL CXXC-DNA inh -2%, A-T KAP1 phos 3%, KCNH2 3.1 inh 21, MBNL1-CUG inh 5%, S-ASM inh 2%, KCNH2 WT inh -7, TRPV1 ag 2, a7 integrin act 0%, GALK inh -1% and Coupling enz 0.
For CCCn1c(N)c(C(=O)CN(C)CC(=O)Nc2ccc(F)cc2)c(=O)[nH]c1=O the results were A-T KAP1 phos 5%, KCNH2 3.1 inh inconclusive, S-ASM inh 0%, KCNH2 WT inh -22, TRPV1 ag 1 and a7 integrin act 15%.
`CC1Cc2ccccc2N1S(=O)(=O)c1cccc(C(=O)Nc2cccnc2)c1` (stereo not drawn) gave MLL CXXC-DNA inh 23%, A-T KAP1 phos 13%, KCNH2 3.1 inh -6, MBNL1-CUG inh -6%, S-ASM inh -2%, KCNH2 WT inh -10, TRPV1 ag -3, a7 integrin act -32%, GALK inh 1% and Coupling enz -4.
`CCCCN(CCCC)S(=O)(=O)c1ccc(C(=O)Nc2nnc(CSC)o2)cc1` gave MLL CXXC-DNA inh -24%, A-T KAP1 phos -5%, MBNL1-CUG inh 2%, S-ASM inh -1%, KCNH2 WT inh -28, TRPV1 ag -2, a7 integrin act -51%[inhibitor], GALK inh 3% and Coupling enz 15.
Cc1cccc(NC(=O)CSc2nc(=O)n(CCN3CCOCC3)c3c2CCCC3)c1C was read as A-T KAP1 phos 14%, KCNH2 3.1 inh 13, S-ASM inh 3%, KCNH2 WT inh 4, TRPV1 ag 1 and a7 integrin act -27%.
For O=C(NCCC1=CCCCC1)c1cc(S(=O)(=O)N2CCOCC2)ccc1F the results were A-T KAP1 phos 0%, KCNH2 3.1 inh 29, S-ASM inh -3%, KCNH2 WT inh -10, TRPV1 ag inconclusive and a7 integrin act -6%.
Screening CC1CC(=O)c2cnc(NCC3CCCO3)nc2C1 (stereo not drawn) returned MLL CXXC-DNA inh 4%, A-T KAP1 phos -7%, KCNH2 3.1 inh 10, MBNL1-CUG inh -12%, S-ASM inh 4%, KCNH2 WT inh 1, TRPV1 ag -3, a7 integrin act 0%, GALK inh 1% and Coupling enz -1.
O=C(NCCC(c1ccccc1)c1ccccc1)c1cccs1 was read as MLL CXXC-DNA inh -2%, A-T KAP1 phos 4%, KCNH2 3.1 inh -5, S-ASM inh -2%, KCNH2 WT inh -5, TRPV1 ag inconclusive, a7 integrin act 15%, GALK inh 0% and Coupling enz -7.
`CCOc1cc(NC(=S)NCCOC)c(OCC)cc1NC(=O)c1cccs1` gave MLL CXXC-DNA inh -8%, A-T KAP1 phos -6%, KCNH2 3.1 inh -4, MBNL1-CUG inh 9%, S-ASM inh -1%, KCNH2 WT inh -3, TRPV1 ag 17, a7 integrin act 6%, GALK inh 2% and Coupling enz -5.
`COc1cc(/C=N/NC(=O)Cn2cnc3c2c(=O)n(C)c(=O)n3C)cc(OC)c1OC` gave MLL CXXC-DNA inh 6%, A-T KAP1 phos 19%, KCNH2 3.1 inh -2, MBNL1-CUG inh -5%, S-ASM inh 7%, KCNH2 WT inh 0, TRPV1 ag -1, a7 integrin act 22%, GALK inh 5% and Coupling enz 0.
Screening Cc1ccc(S(=O)(=O)C2(S(=O)(=O)c3ccc(C)cc3)CC2)cc1 returned MLL CXXC-DNA inh 1%, A-T KAP1 phos 9%, KCNH2 3.1 inh -12, MBNL1-CUG inh -15%, S-ASM inh -1%, KCNH2 WT inh 2, TRPV1 ag 6, a7 integrin act inconclusive, GALK inh 4% and Coupling enz 2.

Bioassay records from PubChem.
